# High-throughput results deposited in PubChem by National Center for Advancing Translational Sciences (NCATS).
# RXFP1 ag: RXFP1 (human) receptor agonism; Q9HBX9; AID 2676; HEK293T-RXFP1 cAMP TR-FRET, 30 min; response scale: percent of porcine relaxin response, buffer zero; Potency, µM (doses to about 57.5 µM), for the others: at the top dose activation, usual class: activators; 370,000 tested, 0.3% active; also: potency is read from the fitted curve at half-maximal effect; % is scaled to controls: 0 for no effect and ±100 for the full control effect; nearly all actives have a fitted effect of over 60% in size; many of its hits are not listed in these tables
#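 HEK293T cells stably expressing RXFP1 were pretreated with the PDE4 inhibitor Ro 20174, exposed to compounds for 30 min at 37C, lysed, and cAMP was read by TR-FRET. Data normalized to buffer (basal) and 29 nM porcine relaxin (100%).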
# Glioma ERSR ind: inducers of ER stress response in human glioma cells; Potency, µM, inactives show top-dose activation, most hits filed as activators; U87-MG GRP78 promoter luciferase reporter, 16 h; AID 602332; 420,000 tested, 0.02% active; also: potency is read from the fitted curve at half-maximal effect; series mostly up to about 76 µM; % of control where 0% means no effect; nearly all actives have a fitted effect of over 35% in size
#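 ERSR induction read as luciferase luminescence (Bright-Glo, 10 min at room temperature) in stably transfected human U87-MG glioma cells exposed to compounds for 16 h, using GRP78 as sensor.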
# IDH1 R132H inh: blocks human mutant IDH1 R132H enzyme; IDH1-R132H enzyme, NADPH consumption, diaphorase/resazurin fluorescence; AID 602179; Potency, µM (titrated, usually from 76.6 µM), for inactives: at the highest dose activity change, negative = inhibition, usual class: inhibitors; 390,000 tested, 0.093% active; also: potency is read from the fitted curve at half-maximal effect; % is scaled to controls: 0 for no effect and ±100 for the full control effect; nearly all actives have a fitted effect of over 65% in size
# Target sequence (O75874 whole entry R132H, stated change not applied): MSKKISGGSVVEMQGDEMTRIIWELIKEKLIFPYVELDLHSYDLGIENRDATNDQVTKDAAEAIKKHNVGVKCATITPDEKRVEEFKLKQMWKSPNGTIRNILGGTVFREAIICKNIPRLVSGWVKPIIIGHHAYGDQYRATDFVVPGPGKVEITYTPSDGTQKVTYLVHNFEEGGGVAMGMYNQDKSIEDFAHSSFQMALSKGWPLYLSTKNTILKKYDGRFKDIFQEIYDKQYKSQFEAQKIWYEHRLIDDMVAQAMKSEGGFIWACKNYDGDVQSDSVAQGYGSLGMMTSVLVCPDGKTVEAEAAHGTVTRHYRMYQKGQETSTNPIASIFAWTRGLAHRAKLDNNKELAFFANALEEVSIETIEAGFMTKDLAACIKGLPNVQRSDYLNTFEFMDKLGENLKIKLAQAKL
#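 IDH1-R132H (0.5 ug/mL) preincubated 30 min with compound, then NADPH (0.016 mM) and alpha-KG (2 mM) added; 80 min at RT, pH 7.5. Remaining NADPH coupled via diaphorase/resazurin to fluorescence (540/590 nm); concentration-response curves normalized to no-enzyme control.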
# Vif-A3F inh: Vif-A3F binding inhibition | HeLa A3F-eYFP + Vif (tagged APOBEC3F with the HIV-1 protein that degrades it), YFP fluorescence increase | Potency, µM (highest dose often 46.1 µM), without a hit: top-dose activity, negative = active | 390,000 tested, 0.2% active; also: potency is read from the fitted curve at half-maximal effect; % of control where 0% means no effect; nearly all actives have a fitted effect of over 65% in size
#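 Fluorescence increase (Ex 488/Em 500-530) after overnight compound treatment at 37 deg C flags inhibition of Vif-driven A3F-eYFP loss in stable HeLa A3F-eYFP/Vif cells seeded overnight beforehand.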
# TrxR1 substrate: substrates of rat thioredoxin reductase 1; purified TrxR1 substrate turnover, NADPH consumption readout; 390,000 tested, 0.01% active; Potency, µM (doses to about 114 µM), without a hit: at the highest dose activity change, negative = substrate turnover; O89049; also: potency is read from the fitted curve at half-maximal effect; % is scaled to controls: 0 for no effect and ±100 for the full control effect; nearly all actives have a fitted effect of over 50% in size
#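 Rat TrxR1, dispensed at 90 nM, was prereduced with 400 uM NADPH (final) for 5 min at ~22 deg C, then incubated with compound 15 min before 400 uM selenite. A first-read NADPH fluorescence drop versus no-compound background flagged substrates.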
# Vif-A3G inh: blocks the Vif interaction with human APOBEC3G | Q9HC16 | HeLa A3G-eYFP + Vif (tagged APOBEC3G with the HIV-1 protein that degrades it), YFP fluorescence, overnight | Potency, µM (titrated, usually from 46.1 µM), without a hit: at the top dose activity, negative = active, usual class: inhibitors | 410,000 tested, 0.076% active;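 also: potency is read from the fitted curve at half-maximal effect; % is scaled to controls: 0 for no effect and ±100 for the full control effect; nearly all actives have a fitted effect of over 60% in size; hits raise eYFP signal because A3G escapes Vif-driven loss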
#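 Read-out is eYFP fluorescence (Ex 488/Em 500-530) from Vif-expressing HeLa A3G-eYFP cells; more signal means A3G escaped Vif-mediated degradation. Cells plated overnight, compound pinned in, incubated overnight at 37 deg C.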
# LDHA inh: inhibitors of human lactate dehydrogenase A; P00338; purified LDHA, NADH/diaphorase-resazurin fluorescence; active compounds read low; activity change, % (values are at about 110 or 230 µM); 480,000 tested, 0.15% active; in the data active = activity change below about -30%; inconclusive = mostly about -25% to -30%;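 also: plate controls were DMSO wells for no effect and wells without enzyme for full effect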
#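 Enzyme activity of human lactate dehydrogenase 5 (2 nM; 0.06 mM NADH, 0.2 mM pyruvate, 5 min, RT) is measured via a resazurin/diaphorase fluorescence readout of residual NADH.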
# USP1 inh: inhibitors of human USP1/UAF1 deubiquitinase | recombinant USP1/UAF1, Ub-Rhodamine cleavage fluorescence | O94782 | 390,000 tested, 0.23% active | Potency, µM (series often up to 57.1 µM), for the others: top-dose activity change, negative = inhibition, usual class: inhibitors; also: potency is read from the fitted curve at half-maximal effect; % is scaled to controls: 0 for no effect and ±100 for the full control effect; nearly all actives have a fitted effect of over 60% in size; inactives centre near -12
#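 USP1/UAF1 complex (1 nM) preincubated 15 min at room temperature with compound, then Ub-Rho substrate (150 nM final) added. Kinetic fluorescence at 480/540 nm over 6 reads at 60 s intervals; 50 mM HEPES pH 7.8, 0.5 mM EDTA, 0.1 mg/ml BSA, 1 mM TCEP, 0.01% Tween-20.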
# PI4K2A inh: inhibitors of human PI4K2A; Q9BTU6; purified PI4K2A, ADP-Glo luminescence, 1 h; active compounds read low; activity change, negative = inhibition, % at 76.9 µM; 420,000 tested, 0.13% active; AID 1346378; in the data active = activity change below about -50%; inconclusive = mostly about -30% to -49%;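 also: -100% = wells without enzyme as full effect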
# Target sequence (Q9BTU6 whole entry, looked up): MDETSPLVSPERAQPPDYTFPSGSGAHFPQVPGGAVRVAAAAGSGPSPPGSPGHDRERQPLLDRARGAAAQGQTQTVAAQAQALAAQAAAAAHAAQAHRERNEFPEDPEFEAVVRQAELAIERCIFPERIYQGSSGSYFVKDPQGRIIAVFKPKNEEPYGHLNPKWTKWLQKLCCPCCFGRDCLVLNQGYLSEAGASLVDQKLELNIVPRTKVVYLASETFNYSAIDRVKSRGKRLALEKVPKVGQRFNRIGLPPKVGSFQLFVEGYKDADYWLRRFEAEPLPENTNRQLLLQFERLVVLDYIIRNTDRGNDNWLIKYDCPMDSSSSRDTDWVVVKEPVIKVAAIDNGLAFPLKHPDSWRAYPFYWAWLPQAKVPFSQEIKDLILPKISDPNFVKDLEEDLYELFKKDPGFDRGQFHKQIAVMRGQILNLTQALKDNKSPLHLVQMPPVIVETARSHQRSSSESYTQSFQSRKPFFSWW
#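 In this quantitative HTS, ADP production by PI4K2A was quantified luminescently after 1 h at ambient temperature; 100 microM adenosine served as plate-quality control.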
# Numbers without * were called inactive; ? = inconclusive; nt = not tested or not shown; & = joins results of further samples; [ ] = dose if it differs, or a comment. Unless noted, calls follow the shape of the dose curve; as a rule, active = well fitted curve in the direction sought with a large enough effect; inconclusive = small, poorly fitted or top-dose-only effect, or another doubt; inactive = no such curve, though single readings can be large; an effect the other way counts as inactive or inconclusive. These rows are one share of the data. The share of hits here may be higher or lower than overall.
SMILES,RXFP1 ag,Glioma ERSR ind,IDH1 R132H inh,Vif-A3F inh,TrxR1 substrate,Vif-A3G inh,LDHA inh,USP1 inh,PI4K2A inh
CCN(CC)C(=O)c1ccc(NC(=O)COc2ccc([N+](=O)[O-])cc2Cl)cc1,0.3%,-1%,4%,7%,-3%,-8%,4,-10%,0
COC(=O)C1=C(c2ccc(F)cc2OCc2ccccc2)C[C@@H]2CC[C@H]1N2C(=O)NC1CC1,-1.3%,-3%,-1%,2%,4%[57.1 µM],0%,4,13%,-1
CC(C)N(C(=O)CCl)c1ccccc1,nt,-11%&-11%,19%,1%,12%,-17%,-14,-15%,3
COc1ccc(CCNCc2cc(OC)cc(OC)c2)cc1,nt,-3%,1%,-1%,nt,1%,-15,-18%,1
Cc1ccc(OP2(=O)Nc3cc(C)c(C)cc3S2)cc1 (configuration not stated),nt,7%,8%,-9%,-6%[57.1 µM],-7%,2,-3%,-5
COc1ccc(/C=C2\C(=O)NC(=O)N(CCC3=CCCCC3)C2=O)c(OC)c1,-0.6%,1%,8%,-14%,-3%,-1%,-5,-13%,?
CCCOc1ccc(N2C(=O)CC(N3CC=C(c4ccccc4)CC3)C2=O)cc1 (configuration not stated),1.5%,-5%,3%,1%,6%[57.1 µM],1%,-5,-23%,-1
COc1cccc(NC(=O)N2CCC3(CC2)OCCO3)c1,0.2%,-2%,3%,-14%,6%[57.1 µM],2%,1,-16%,0
Cc1cccnc1-n1c(CN2C(=O)c3ccccc3C2=O)nc2ccccc2c1=O,13%,-6%,-2%,7%,0%,1%,0,-2%,2
COc1ccc(CC(=O)Nc2ccc(C#N)c(Cl)c2)cc1S(=O)(=O)N1CCOCC1,-3.4%,-2%,1%,-18%,-11%,1%,-9,-12%,3
CCCc1nnc(NC(=O)CCC(=O)N2CCN(CCOC(c3ccccc3)c3ccccc3)CC2)s1,0.5%,0%,8%,-14%,-4%,-6%,1,-15%,-3
Cc1ncc(CN2CCCC(C(=O)c3ccc(C(C)(C)C)cc3)C2)s1 (configuration not stated),-0.5%,5%,0%,-15%,2%,5%,0,-8%,-1
Fc1ccc(CCNCc2cccc(Cl)c2)cc1,-0.4%,-3%,5%,-16%,10%,2%,-5,-13%,1
COc1ccc(OC)c(CNCCc2ccc(OC)c(OC)c2)c1,-1.4%,-3%,10%,-8%,1%,-11%,-20,-5%,6
Cc1nc2ccccc2c(=O)n1-c1ccccc1C(F)(F)F,1.2%,-1%,-1%,-12%,2%,-1%,-2,-4%,1
COc1ccc(F)cc1C(=O)C1CCCN(Cc2cnc(C)s2)C1 (configuration not stated),1.8%,-2%,11%,4%,7%,12%,-1,-22%,0
CCC(=O)N1c2ccc(S(=O)(=O)CCC(=O)N3CCC4(CC3)OCCO4)cc2CC1C (configuration not stated),0.7%,-4%,7%,-13%,-2%,0%,-7,-15%,-1
C[C@H]1CCCC(=O)CCC/C=C/c2cc(O)cc(O)c2C(=O)O1,0.9%,-1%,1%,-2%,-2%,-3%,-3,-18%,-4
CCCCn1c(=O)c(C(=O)Nc2ccc(C)cn2)c(O)c2ccccc21,0.2%,-3%,-8%,0%,-3%,0%,-4,-12%,-5
O=C(Cn1cc(C=C2C(=O)NC(=O)NC2=O)c2ccccc21)NCC1CCCO1 (configuration not stated),0.7%,-2%,15%,-9%,-6%,-1%,-4,-4%,-6
CC(C)N(Cc1ccco1)/N=C/c1c(O)n(Cc2ccccc2)c(=O)[nH]c1=O,-1.1%,-2%,2%,5%,0%[57.1 µM],0%,-4,-4%,1
COc1ccccc1CCNCc1cccc(C(F)(F)F)c1,-0.4%,3%,0%,-1%,-4%,3%,-1,-13%,3
COC(=O)C1=C(c2cc3ccccc3o2)C[C@@H]2CC[C@H]1N2C(=O)N1CCCC1,nt,-5%,-8%,6%,7%[57.1 µM],1%,-3,-23%,4
CCCCn1c(N)c(N(CCOC)C(=O)CN2CC=C(c3ccccc3)CC2)c(=O)[nH]c1=O,0.0%,-6%,2%,-11%,-14%[57.1 µM],-9%,1,-26%,-8
O=c1cccc2n1CC1CC2CN(c2ncnc3c2cnn3-c2ccccc2)C1 (configuration not stated),0.6%,-2%,3%,0%,1%,3%,-6,-6%,6
CCN(CC)c1ccc(CC2C(=O)N(C)C(=O)N(C)C2=O)cc1,0.1%,-5%,-9%,-1%,-5%,0%,0,-22%,-6
COc1ccccc1NC(=O)Cn1c(=O)oc2cc(S(=O)(=O)N3CCCC3)ccc21,1.3%,-1%,4%,1%,2%,1%,-3,?,-3
C[C@]12CCC3[C@@H](CCC4=CC(=O)CC[C@@]43CO)C1CCC2=O (some centres not stated),0.9%,-2%,0%,-4%,6%,-1%,-2,-13%,-3
CCc1cccc(CC)c1N(COC)C(=O)CCl,nt,-3%&-4%,6%,9%,-8%,2%,-7,3%,8
CN1CCN(C(=O)Cc2ccccc2)CC1,0.1%,-2%,7%,8%,2%[57.1 µM],2%,-3,0%,3
C[N+](C)(C)CC1CCCC1=O (configuration not stated),nt,-4%,2%,8%,-4%[11.4 µM],-1%,-15,-11%,7
C=CCn1c(O)c(C(C)=NCC2CCCO2)c(=O)[nH]c1=O (configuration not stated),2.4%,-1%,4%,-4%,8%[57.1 µM],0%,-10,-1%,2
COC(=O)C1=C(c2ccc(-c3ccccc3)c(F)c2)C[C@@H]2CC[C@H]1N2C(=O)NCc1ccco1,-0.7%,-3%,-1%,-7%,-3%,-11%,1,-8%,-3
C[C@]12CC[C@H](O)CC1C(=O)CC1C2CC[C@@]2(C)C1CC[C@@H]2O (some centres not stated),nt,-4%,1%,-12%,-2%[11.4 µM],-1%,0,-10%,6
NCC1(CC(=O)O)CCCCC1,1.8%,-4%&-6%&-4%,nt,nt,-2%[57.1 µM],nt,nt,nt,3&0
COc1cccc(C(=O)C2CCCN(Cc3ccc(F)cc3)C2)c1 (configuration not stated),1.5%,-2%,-2%,3%,5%,-1%,-3,-22%,2

# In another format: 2 of the compounds above
# Order of results – RXFP1 ag | Glioma ERSR ind | IDH1 R132H inh | Vif-A3F inh | TrxR1 substrate | Vif-A3G inh | LDHA inh | USP1 inh | PI4K2A inh
CCc1cccc(CC)c1N(COC)C(=O)CCl
→ nt | -3%&-4% | 6% | 9% | -8% | 2% | -7 | 3% | 8
C[C@]12CC[C@H](O)CC1C(=O)CC1C2CC[C@@]2(C)C1CC[C@@H]2O (some centres not stated)
→ nt | -4% | 1% | -12% | -2%[11.4 µM] | -1% | 0 | -10% | 6

# Individual results from the list:
# `C[C@]12CC[C@H](O)CC1C(=O)CC1C2CC[C@@]2(C)C1CC[C@@H]2O` (some centres not stated) in Vif-A3F inh has -12%
# `COc1ccc(CCNCc2cc(OC)cc(OC)c2)cc1` in PI4K2A inh has 1
# `COc1ccc(OC)c(CNCCc2ccc(OC)c(OC)c2)c1` in USP1 inh has -5%

# Compound profiles (already shown). Screens in order: RXFP1 ag	Glioma ERSR ind	IDH1 R132H inh	Vif-A3F inh	TrxR1 substrate	Vif-A3G inh	LDHA inh	USP1 inh	PI4K2A inh
# CN1CCN(C(=O)Cc2ccccc2)CC1 reads 0.1%	-2%	7%	8%	2%[57.1 µM]	2%	-3	0%	3
# C[N+](C)(C)CC1CCCC1=O (configuration not stated) reads nt	-4%	2%	8%	-4%[11.4 µM]	-1%	-15	-11%	7
# C=CCn1c(O)c(C(C)=NCC2CCCO2)c(=O)[nH]c1=O (configuration not stated) reads 2.4%	-1%	4%	-4%	8%[57.1 µM]	0%	-10	-1%	2
# CCN(CC)c1ccc(CC2C(=O)N(C)C(=O)N(C)C2=O)cc1 reads 0.1%	-5%	-9%	-1%	-5%	0%	0	-22%	-6
# C[C@]12CCC3[C@@H](CCC4=CC(=O)CC[C@@]43CO)C1CCC2=O (some centres not stated) reads 0.9%	-2%	0%	-4%	6%	-1%	-2	-13%	-3
